Screening results deposited in PubChem BioAssay by several laboratories.
RmlCD inh mix: inhibitors of RmlC and RmlD coupled enzymes; hit rate 0.39% among 110,000; inhibition, % at 5.5 µM; RmlC/RmlD coupled enzyme inhibition, 384-well mixture HTS; in the data active = inhibition above about 30%, passing the limit was not always enough; also: strong numbers were not always called active
HIV RNase H inh: inhibitors of HIV-1 reverse transcriptase RNase H | P04585 | RT-RNase H RNA/DNA duplex cleavage, fluorescence | inhibition, % at 10 µM | hit rate 1.9% among 65,000; in the data active = inhibition above about 50%
Numbers without * were called inactive; nt = no result given. A portion of the library; count on the stated rates, not on these rows.

SMILES | RmlCD inh mix | HIV RNase H inh
O=C(NC1CCCCC1)C1Cc2ccccc2CN1S(=O)(=O)c1ccc(F)cc1 (centres undefined) | -6.9 | nt
CCCOC(=O)CSc1nnc(-c2cc(OC)c(OC)c(OC)c2)o1 | -6.0 | -2.3
COC(=O)c1ccc(OCC2c3cc(OC)c(OC)cc3CCN2C(=O)c2ccco2)cc1 (centres undefined) | -1.6 | -17.5
COC(=O)C1=C(C)N(Cc2ccco2)C(=O)N[C@@H]1c1ccccc1 | -15.2 | nt
O=C1CCCc2ccccc2N1Cc1ccc(Cl)cc1Cl | 7.3 | nt
Cc1cc(C(=O)Nc2cccc(O)c2)c(C)o1 | -9.2 | 0.1
O=C(O)C1CCCN(C(=O)NCc2ccccc2)C1 (centres undefined) | -9.1 | 10.4
COc1ccc(NC(=O)Nc2ccc(C(=O)N3CCOCC3)cc2)cc1 | -9.8 | 2.9
COc1ccc(C)cc1N(C(=O)CNC(=O)c1ccco1)C(C(=O)NC1CCCC1)c1cccnc1 (centres undefined) | -11.3 | 0.0
COc1cc(CNn2cnnc2)ccc1OCC(=O)NC(C)(C)C | -9.3 | nt
CCOC(=O)c1ccccc1NC(=O)c1cccc(F)c1 | -20.7 | nt
CC(Sc1nc(N(C)C)nc(N2CCOCC2)n1)C(=O)Nc1ccccc1 (centres undefined) | -14.2 | -15.5
COc1cccc(OCCn2cc(C(=O)c3ccco3)c3ccccc32)c1 | -8.4 | -49.2
CCOC(=O)c1[nH]c(C)c(C(=O)N2CCN(c3cccc(Cl)c3)CC2)c1C | -10.4 | -4.1
CC(C(=O)Nc1nc2ccccc2[nH]1)N1C(=O)C2CC=CCC2C1=O (centres undefined) | 5.7 | 2.2
Cc1cccc(Nc2nc(-c3ccc4c(c3)OCCO4)cs2)c1 | 9.2 | nt
Cc1ccc(-c2csc3ncnc(SCC(=O)NCc4ccc5c(c4)OCO5)c23)cc1 | 6.4 | nt
COC(=O)c1cc(C)sc1NC(=O)c1cccnc1 | -7.6 | -20.4
CCCCn1c(-c2cc(Cl)ccc2OC)n[nH]c1=S | -9.1 | 3.3
CC1CCCC(C)N1c1nnc(N)s1 (centres undefined) | nt | 24.6
CC(=O)Oc1cc2c(cc1Cl)C1(CC(c3ccccc3Cl)O2)CC(C)(C)NC(=S)N1 (centres undefined) | -9.7 | nt
N#C/C(=C(/O)COC(=O)Cc1c[nH]c2ccccc12)c1nc2ccccc2[nH]1 | 3.5 | 12.8
O=C(NCC1CCCO1)/C(=C\c1ccco1)NC(=O)c1ccccc1 (centres undefined) | -9.2 | nt
Cc1ccc(S(=O)(=O)Nc2ccc(NC(=O)CN3CCCCC3)cc2)cc1 | -7.7 | -11.1
CC(C)NC(=O)NC(=O)COc1ncnc2sccc12 | -7.1 | -15.1
Fc1ccc2nc(N3CCCCC3)sc2c1 | -11.1 | -11.9
COc1ccc(CNC(=O)COc2ccc(S(=O)(=O)NC(C)C)cc2)cc1 | 3.7 | -0.6
CCCCC(=O)Nc1ccc(C(=O)NCCCn2ccnc2)cc1 | 1.4 | 7.8
CCCCC(=O)Nc1ccc(N2CCCC2)cc1 | 15.9 | nt
CCc1ccc(N2CC34C=CC(O3)C(C(=O)OC)C4C2=O)cc1 (centres undefined) | 3.5 | -6.9
COc1ccc(NC(=O)C2CCC(CNc3c(N4CCC(C)CC4)c(=O)c3=O)CC2)cc1OC (centres undefined) | 8.8 | nt
O=C(NCC1CCCO1)Nc1ccc(Cl)cc1 (centres undefined) | -5.9 | nt
Cc1cnc(C(=O)Nc2ccc(N3CCOCC3)cc2)cn1 | 19.2 | 1.1
Cc1nn(Cc2ccccc2)c(N)c1C#N | 4.4 | 0.8
O=C(c1ccco1)N1CCN(C(=O)C(Sc2ccccc2)c2ccccc2)CC1 (centres undefined) | 10.1 | -15.3
COC(=O)CCC(=O)OC1(C)C(=O)C=C2C=C(C3CC3)N(Cc3ccccc3)C=C2C1=O (centres undefined) | -14.2 | nt
C/C(N)=C(/C#N)C(=O)CSc1nnc(Nc2ccccc2C)s1 | -12.4 | nt
COc1ccc(CCNC(=O)c2nn(C)cc2Cl)cc1 | 6.9 | -9.5
CCOC(=O)NC(=O)/C(C#N)=N/Nc1c(F)cccc1F | -8.9 | nt
O=C(CSc1nnc(-c2cccnc2)n1Cc1ccco1)c1ccc(Cl)cc1 | -4.5 | 1.7
CCCCCCc1ccc(OCC(=O)O)cc1OCC(=O)O | 11.8 | -4.6
O=C(NCCN1CCCCC1)/C(=N\O)c1ccccc1 | 25.8 | -6.2
O=[N+]([O-])c1cn(Cc2ccc(Cl)cc2)cn1 | -13.7 | nt
COc1ccc(S(=O)(=O)N(C)CC(=O)Nc2ccc3c(c2)OCO3)cc1OC | nt | 2.0
O=C(NCCCN1CCCC1)c1ccc(CSCc2cccc(Cl)c2)o1 | -4.5 | nt
COc1ccc(C(=O)Nc2cc([N+](=O)[O-])ccc2N2CCN(C)CC2)cc1 | -24.1 | nt
N[C@@H](Cn1oc(=O)[nH]c1=O)C(=O)O | -6.2 | nt
Cc1ccc(S(=O)(=O)Cc2c(C)noc2C)cc1 | -69.3 | nt
O=C(OCC(=O)N1CCN(C(=O)c2ccco2)CC1)c1sc2cc(F)ccc2c1Cl | 3.0 | -6.3
CC(=O)N1CCN(c2ccc(Nc3nc(C)nc4c3oc3ccccc34)cc2)CC1 | -7.0 | -16.4
Next results follow.
SMILES | RmlCD inh mix | HIV RNase H inh
CC(C)c1ccc(S(=O)(=O)c2n[nH]n3c2nc(=O)c2ccccc23)cc1 | -60.9 | -2.0
CCOC(=O)c1cc2c(=O)n3cccc(C)c3nc2n(CCCOC)c1=NC(=O)c1cccnc1 | 17.1 | -4.9
Cc1cccc(-c2cc3nc(-c4ccccc4)cc(N4CCC5(CC4)OCCO5)n3n2)c1 | -234.3 | nt
O=C1N=C(N2CCCCC2)SC1=C1CCCC1 | 1.4 | -4.1
Cc1cc(NS(=O)(=O)c2ccc(CC(C)C)cc2)no1 | 8.6 | nt
CCCCCOc1ccc(N2C(=O)C3C4C=CC(C3C2=O)N(C)C4=O)cc1 (centres undefined) | -5.4 | nt
Cc1c(CCC(=O)O)c(=O)n2c([nH]c3ccccc32)c1C#N | 7.2 | nt
CCOC(=O)c1c(-c2ccccc2)oc2ccc(OC)cc12 | -150.7 | nt
COc1cc(NS(=O)(=O)c2ccc(F)cc2)c(C(=O)O)cc1OC | 3.0 | -9.8
O=C(c1cc2ccccc2oc1=O)N1CCN(c2ccc(N3CCOCC3)nn2)CC1 | -8.8 | -5.8
CC(C)CC(=O)Nc1cccc2c1C(=O)N(c1ccccc1)C2=O | 139.6 | nt
Cc1csc(NC(=O)CSc2nnc(Cc3cccn3C)n2CCc2ccccc2)n1 | -9.5 | -19.5
COc1ccc(C)cc1S(=O)(=O)N(C)CC(=O)Nc1ccccc1 | 2.8 | -11.2
COc1ccc([C@@H]2[C@H]3CN(C(C)=O)CC=C3C(C#N)=C(N)C2(C#N)C#N)c2ccccc12 | 6.8 | -8.7
Cn1c(Cn2cnc3ccccc32)nnc1SCc1ccccc1 | -5.9 | -3.4
Cc1ccccc1CNC(=O)c1ccccc1C | -2.3 | nt
O=C(O)CSCc1nc2ccccc2s1 | 1.8 | 18.5
Cc1nnc(Sc2c(N)n(C)c(=O)n(C)c2=O)s1 | -69.6 | nt
CCCOC(=O)c1ccc(OCC(O)CN2CCN(C(=O)c3ccccc3)CC2)cc1 (centres undefined) | 10.3 | -2.0
CCOc1ccc(CNc2ncnc(N)n2)cc1 | -5.9 | nt
O=C(NC1CCCc2ccccc21)C1CCC(CNc2c(N3CCOCC3)c(=O)c2=O)CC1 (centres undefined) | -9.6 | -10.0
CCN1CCCC1CNC(=O)c1cc(S(N)(=O)=O)ccc1OC (centres undefined) | -10.8 | nt
O=c1c2ccccc2sn1-c1ccc(S(=O)(=O)N2CCCCC2)cc1 | 12.3 | 95.1*
Cc1noc(C)c1S(=O)(=O)N1CCCC(C(=O)NCc2ccccn2)C1 (centres undefined) | -12.1 | -15.4
Cc1ccc(C(=O)c2c[nH]cc2-c2ccccc2)cc1 | 1.4 | nt
CSCCOC(=O)c1[nH]c2c(c1C)C(=O)CC(c1ccco1)C2 (centres undefined) | 5.5 | -8.1
Cc1cc(C)c(OCC(=O)Nc2ccc3c(c2)OCO3)cc1C | 8.5 | 1.7
COc1ccc(N(CC(=O)N2CCc3ccccc3C2)S(=O)(=O)c2c(C)[nH]c(=O)[nH]c2=O)cc1 | -4.6 | -4.0
COc1ccc(-c2n[nH]c(=S)n2CC(C)C)cc1 | -14.7 | nt
c1csc(CNc2nc3ccccc3n2CCN2CCOCC2)c1 | 4.0 | -4.5
O=C(CN(C(=O)CNS(=O)(=O)c1ccccc1)C1CCCC1)NCC1CCCO1 (centres undefined) | 4.1 | -0.7
CCOc1ccc(C(=O)NCC(=O)OCC(=O)Nc2ccccc2OCC)cc1 | 15.3 | nt
COc1cccc(NC(=O)c2ccc3snnc3c2)c1 | -9.4 | nt
COc1nc(OC)nc(N2CCC(C(=O)Nc3cccc4ccccc34)CC2)n1 | -12.4 | 20.4
CN(C)CCCOC(=O)c1ccc(Br)cc1 | 3.6 | -8.9
CC1CCCN(Cc2nc3c(c(=O)n(C)c(=O)n3C)n2CCCc2ccccc2)C1 (centres undefined) | 6.0 | -3.4
O=C(CSc1nnc(CNC(=O)c2c(F)cccc2Cl)o1)Nc1ccccc1 | nt | 0.6
C=CCNC(=O)C1CCN(c2nc(C)cc(-c3ccccc3)n2)CC1 | 7.0 | 0.2
CCCCCn1c(=O)c(C(=O)Nc2c(C)n(C)n(-c3ccccc3)c2=O)c(O)c2ccccc21 | 5.7 | nt
COc1ccc(CN(CC(=O)NCC2CCCO2)C(=O)CCC(=O)Nc2cc(C)on2)cc1 (centres undefined) | -17.0 | -0.4
COc1ccc(Br)cc1-c1noc(-c2ccccc2F)n1 | -7.3 | 8.5
O=C1c2ccccc2S(=O)(=O)N1Cc1cc(=O)n2ccsc2n1 | 8.4 | -5.8
CCCCc1ccc(S(=O)(=O)Nc2cc(C)on2)cc1 | -159.6 | 2.0
CNC(=O)c1sc(-c2ccc(Cl)cc2)nc1C | 0.1 | nt
O=C(c1ccc(C(=O)N2CCCc3ccccc32)s1)N1CCCc2ccccc21 | -10.7 | nt
O=C(CCn1c(=O)c2ccccc2n(CC(=O)NC2CCCC2)c1=O)NCCc1ccc(Cl)cc1 | 10.2 | nt
OCCCNCc1cccc2ccccc12 | -11.0 | -8.4
O=C(Nc1c(Cl)cccc1Cl)c1cc(=O)n(Cc2ccccc2)c(=O)[nH]1 | 7.5 | nt
Cc1cccc2c(=O)c(C(=O)NCc3cccs3)c[nH]c12 | 9.8 | nt
COc1ccccc1-c1csc(Cc2nnc3n2CCCCC3)n1 | -13.7 | nt
The list continues.
SMILES | RmlCD inh mix | HIV RNase H inh
O=C1c2[nH]nc(-c3ccccc3O)c2C(c2ccc(F)cc2)N1CC1CCCO1 (centres undefined) | -13.9 | 32.0
NC(=O)c1ccccc1NC(=O)/C=C/C(=O)O | -3.1 | nt
CN(Cc1ccncc1)C1CC(=O)N(c2ccc(Cl)cc2)C1=O (centres undefined) | 9.0 | -9.9
OCCOCCNc1ncnc2nc[nH]c12 | -21.0 | -9.1
CC(=O)c1cccc(NC(=O)CCS(=O)(=O)c2cccc3nonc23)c1 | -43.2 | -2.4
C(=N\n1cnnc1)/c1ccc2c(c1)OCCO2 | 9.7 | -1.3
Cc1cccc(NS(=O)(=O)c2ccc3c(c2)OCCO3)c1 | 7.8 | nt
Cc1cccc(-c2nc(CS(=O)CC(=O)NCC3CCCO3)c(C)o2)c1 (centres undefined) | -6.6 | 4.0
Cc1ccccc1-c1ccc(C(=O)NCc2ccccc2)o1 | 5.5 | nt
Cc1cccc(N2C(=O)c3cccc4c(N(C)CCO)ccc(c34)C2=O)c1 | nt | -25.8
S=C1NCCC12C(=S)Nc1ccccc12 (centres undefined) | -13.9 | nt
N#CC1=C(N)SC(N)=C(C#N)C1c1ccoc1 | 8.6 | 86.2*
CC(=O)N1CCN(S(=O)(=O)c2ccccc2)C1c1ccccc1 (centres undefined) | 5.5 | nt
Cn1c(C(=O)O)c(CC(=O)NCC2COc3ccccc3O2)c2ccccc21 (centres undefined) | 1.6 | -6.2
COc1ccc(OC)c(NC(=O)CSc2nnc(-c3ccco3)n2-c2ccc(C(=O)O)cc2)c1 | 11.2 | 4.2
CCCCOC(=O)C1C2C=CC3(CN(CCc4ccccc4)C(=O)C13)O2 (centres undefined) | 9.4 | -4.0
CCN(CC)S(=O)(=O)c1csc(C(=O)OCC(=O)c2ccccc2)c1 | 5.7 | nt
Cc1ccc(CC2CC(=O)N(c3cc(C)on3)C2=O)cc1 (centres undefined) | -11.7 | -6.3
